# Compound activity (PubChem)
# mHTT CaM bind: disrupts binding of mutant huntingtin to calmodulin. AlphaScreen His-mHTT/GST-CaM binding, luminescence. hit rate 3.6% among 190,000. inhibition, % at 15 µM;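 also: 0% = both proteins with DMSO and 100% = one protein alone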
# Pf apPOL inh: Pf-apPOL DNA polymerase inhibition; Recombinant Pf-apPOL, molecular beacon fluorescence, 1.5 h; inhibition, % at 10 µM; hit rate 0.25% among 210,000
# The depositor's hits bear a star; . = not tested or not shown; & = joins results of further samples. Rule as the data show it: active = inhibition above about 50%; inactive = the rest.
SMILES,mHTT CaM bind,Pf apPOL inh
O=C(Nc1nc2c(F)cccc2s1)c1ccc([N+](=O)[O-])o1,4,3
Cc1ccc(CN2CCCC(C(=O)N3CCCCC3)C2)cc1 (configuration not stated),1,0
O=c1c2c(nc(SCc3ccccc3F)n1-c1ccc(Cl)cc1)CCS2,3,0
Cc1nn(S(=O)(=O)c2ccccc2[N+](=O)[O-])c(C)c1Sc1ccccc1,0,-9
CCOc1ccc(-n2nnnc2CNS(=O)(=O)c2ccc(CC)s2)cc1,-9,-1
Nc1ccc(S(=O)(=O)N2CCCC2)cc1,-3,.
CC(C)C(=O)N(C)CC(=O)N1N=C(c2ccccc2Cl)CC1c1ccc(F)cc1 (configuration not stated),57*,-5
CCCCOc1ccc(C(=O)Nc2c3c(nn2-c2ccc(F)cc2)CS(=O)(=O)C3)cc1,3,-6
O=C(c1ccc(OCC2CCCN2C(=O)Cc2cccc(F)c2)cc1)N1CCOCC1 (configuration not stated),-1,4
O=S(=O)(Nc1ccccc1F)c1ccc2[nH]c3c(c2c1)CCCC3,56*,-6
COc1cc(/C=C2\SC(=O)N(Cc3ccc(F)cc3)C2=O)ccc1O,4,-17
Cn1c(C(=O)N2CCN(c3ccccc3)CC2)cc2c1CCN(Cc1cccc(F)c1)C2,66*,-7
Cc1cc(OCC(=O)NCCc2nc3ccccc3[nH]2)ccc1Cl,13,-3
COC(CNC(=O)C(=O)Nc1ccc(Cl)cc1Cl)OC,.,-1
Cc1ccccc1C(=O)N1CCC(c2ccncc2)CC1,0,-7
O=C(O)c1ccc(NC(CS(=O)(=O)Cc2ccc(F)cc2)C(=O)O)c([N+](=O)[O-])c1 (configuration not stated),-3,1
CC(C)CC(=O)N1CCc2cn(C)c3cccc(c23)C1,10,-5
Cc1noc(C)c1CCC(=O)NCc1cc(-c2ccc3c(c2)OCCO3)on1,-4,-5
CNC(=O)Nc1ccc(C2(C(=O)N3CCN(c4cccc(Cl)c4)CC3)CCC2)cc1,67*,1
CCOc1ccccc1C(=O)N1CCN=C1SCc1ccc([N+](=O)[O-])cc1,2,5
C=CCOc1ccc(/C=c2\sc3nc(-c4ccc(C)cc4)nn3c2=O)cc1OC,-1,4
Cc1cccc(N2CCN(Cc3cc(=O)[nH]c(C(C)C)n3)CC2)c1,2,-1
CCN1CCn2cc(C(=O)N3CCN(c4ccc(Cl)cc4)CC3)nc2C1,44,-6
CCCN1C(=O)Cc2c(C)nc(-c3cccc(F)c3)nc21,-11,7
O=C(O)/C=C(\Oc1ccccc1)C1(O)CCCCC1,-3,2
CC1(Cn2nnc([N+](=O)[O-])n2)Nc2ccccc2C(=O)N1c1ccccc1 (configuration not stated),0,1
O=C(CNc1ccc(Br)cc1)c1ccccc1,-1,-5
N#CCC[C@@H]1CC[C@]2(CCCN(C(=O)c3cccnc3)C2)O1,-5,-5
Cc1cccc(C(=O)Nc2nc(C)cc(C)c2-c2noc(C)n2)c1,-8,3
Cc1cc(C(=O)N2CCC3(CC2)OCCN3S(=O)(=O)c2ccccc2)no1,-9,-2
Cc1ccc(C23CC4CC(CC(C(=O)NC(C)C(=O)O)(C4)C2)C3)cc1 (configuration not stated),3,0
CC(O)c1cccc(NC(=O)c2nn3c(c2Cl)NC(c2cccs2)CC3C(F)(F)F)c1 (configuration not stated),17,-11
O=C(NCc1ccccc1)c1cccnc1N1CCNC(c2ccccc2)C1 (configuration not stated),-4,-2
Cc1ccc(Cl)cc1NC(=O)CN(C)S(=O)(=O)c1ccc(Br)s1,-7,-2
CCOc1ccc(C(=O)Nc2ccc(C)cc2[N+](=O)[O-])cc1Br,2,-4
O=C(Nc1nc2ccc([N+](=O)[O-])cc2s1)c1cc(Cl)ccc1Cl,1,-2
O=C(C1CCCC1)N1CCCN(Cc2nc3ccc(F)cc3o2)CC1,18,-2
Clc1ccc(C2=NN3COc4ccccc4C3C2)cc1 (configuration not stated),7,-3
Cn1c(=O)c2c(nc(N3CCCCCC3)n2CCSc2nc3ccccc3o2)n(C)c1=O,2,-4
Cc1ccc(C(=O)N2CCCC(COc3ccc(C(=O)NC(C)C)cc3)C2)cc1 (configuration not stated),3,-3
COc1ccc(C(=O)c2nc3c(n2O)CCCCC3)cc1,21,-11
CC(C)Oc1ccc(C(=O)Nc2c3c(nn2C(C)(C)C)CSC3)cc1,28,83*
Cc1ccc(C)c(NC(=O)N2CC(n3cc(COc4ccccc4)nn3)C2)c1,6,1
O=C(Nc1ccccc1)N1CCc2[nH]cnc2C1c1ccncc1 (configuration not stated),1,1
O=C(CSc1nnc(C2COc3ccccc3O2)n1-c1ccccc1)c1cccc([N+](=O)[O-])c1 (configuration not stated),25&14,-7&-12
CN1CCN(c2cc(C(=O)O)c3cc(F)ccc3n2)CC1,4,-3
Cc1cc(Cl)ccc1NC(=O)CC(C)(C)C,-2,-7
NC(=O)c1c(N)sc2c1C1CCN2CC1,0,.
O=C1c2ccccc2NC(c2ccccc2)N1Cc1ccccc1 (configuration not stated),-15,1
O=S(=O)(c1ccccc1)c1nc(Cc2ccccc2)oc1N1CCOCC1,-1,0
Cc1ccc(N(CC(=O)Nc2ccc(F)c(Cl)c2)S(C)(=O)=O)cc1,7,4
N#Cc1c(-c2ccccc2)c(C#N)c2nc3ccccc3n2c1N,-7,-5
O=C(Nc1ncc(S(=O)(=O)c2ccc([N+](=O)[O-])cc2)s1)c1cccs1,-2,-1
O=C(c1ccco1)N(CCCn1ccnc1)c1nc2c(Cl)cccc2s1,32,0
Cc1ccc(C2C(=O)c3ccccc3C2=O)cc1,14,7
COc1ccc(C2=N/C(=C\c3ccco3)C(=O)O2)cc1[N+](=O)[O-],0,-5
CCOc1ccc(C2=C/C(=C\c3ccccc3OC)C(=O)O2)cc1,-5,-1
O=C(Nc1cc(F)c2nc(N3CCOCC3)ccc2c1)C1CCCC1,-3,0
COc1ccc(-n2nc(C(=O)NCC(=O)NCc3cccnc3)c3ccccc3c2=O)cc1OC,1,-4
COc1ccc(CCNc2ncnc3c2nc2n3CCCC2)c(OC)c1,2,-8
# Following part.
SMILES,mHTT CaM bind,Pf apPOL inh
CCOc1ccc(/C=C2/N=C(c3cc(Br)ccc3OC)OC2=O)cc1,3,-5
CC1(C)C(C=C(Cl)Cl)C1C(=O)Nc1sc2c(c1C#N)CCC2 (configuration not stated),1&2,-1
CN(Cc1ccccc1)C(=O)CC1Sc2ncccc2N(C)C1=O (configuration not stated),-8,2
Cc1ccc(C)c2sc(NC(=O)C3CCN(S(=O)(=O)c4ccc(F)cc4)CC3)nc12,-6,-2
Cn1cnnc1Sc1nc2c(c(=O)n(C)c(=O)n2C)n1Cc1ccc(Br)cc1,3,4
CC(=O)N1c2ccc(S(=O)(=O)Nc3c(C)n(C)n(-c4ccccc4)c3=O)cc2CC1C (configuration not stated),-3,4
CC(C)Cn1cc(C(=O)Nc2cccc(Cl)c2)c2c3ccccc3n(C)c2c1=O,-3,-2
CCN(C(=O)C12CCC(C)(C(=O)C1)C2(C)C)c1ccccc1 (configuration not stated),8,-10
Cc1nc(C)c(-c2nnc(NC(=O)CCS(=O)(=O)c3ccccc3)o2)s1,19,5
C=CCOC(=O)Oc1ccc2c(=O)c(Oc3ccccc3Cl)coc2c1,12,-7
CC1(C)Cc2c(C#N)c(N3CCCC3)nc(-c3ccccc3)c2CO1,-11,2
CN(C)C=NS(=O)(=O)c1ccccc1,-8,6
O=C(c1ccc2c(c1)nnn2Cc1ccc(F)cc1)N1CCOCC1,-1,-5
COCCn1cc2c3c(cccc31)CN(C(=O)Nc1ccc(OC)cc1OC)CC2,37,-4
COc1ccc(Br)cc1C=C1Oc2cc(OCC(=O)O)ccc2C1=O,5&20,34&18
COc1ccc(OC)c(/C=C2/SC(=Nc3ccccc3Cl)NC2=O)c1,39,2
CC(=O)NC1CCN(c2ccccc2C(=O)NCC2CCCO2)CC1 (configuration not stated),-3,-6
Cc1ccn2cc(C(=O)NC3CCN(Cc4ccccc4)CC3)nc2c1,-11,1
O=C(C1=CN(c2ccc(Cl)cc2)c2ccccc2S1(=O)=O)N1CCOCC1,-7,1
COc1ccc(NC(=Nc2nc(C)cc(=O)[nH]2)NC(=O)c2cccc(Cl)c2)cc1,-3,-2
C=CCn1c(N)cc(=O)nc1SCC(=O)Nc1cc(C)ccn1,2,-7
O=C(NC1CC1)c1cccc(C(F)(F)F)c1,.,-8
O=C1C=C(NCc2ccco2)CC(c2ccc(Cl)cc2)C1 (configuration not stated),13,1
O=C(Cn1nnc(-c2ccc3c(c2)OCO3)n1)Nc1ccc2c(c1)OCO2,-1,-2
O=C(NCc1cccc(-c2ncc(-c3ccc(F)cc3)[nH]2)c1)C1CC1,3,-8
O=c1cc(-c2cccc(F)c2)[nH]c2cc(F)ccc12,-7,-5
Cc1cc(C2CCCN2C(=O)Cc2c(F)cccc2Cl)on1 (configuration not stated),-6,-1
CCOc1ccc(N2C(=O)CC(NCCN3CCOCC3)C2=O)cc1 (configuration not stated),0,1
Cc1cc(NS(=O)(=O)c2ccc(Nc3nc(-c4c(C)nc5ncccn45)cs3)cc2)no1,22,-2
Cc1nnc(Sc2ccc([N+](=O)[O-])cc2C(=O)O)s1,-5,-10

# 22 structures already listed, sorted by molecular weight, largest number first:
SMILES,mHTT CaM bind,Pf apPOL inh
Cc1cc(NS(=O)(=O)c2ccc(Nc3nc(-c4c(C)nc5ncccn45)cs3)cc2)no1,22,-2
CC(=O)N1c2ccc(S(=O)(=O)Nc3c(C)n(C)n(-c4ccccc4)c3=O)cc2CC1C (configuration not stated),-3,4
COc1ccc(NC(=Nc2nc(C)cc(=O)[nH]2)NC(=O)c2cccc(Cl)c2)cc1,-3,-2
COCCn1cc2c3c(cccc31)CN(C(=O)Nc1ccc(OC)cc1OC)CC2,37,-4
CC(C)Cn1cc(C(=O)Nc2cccc(Cl)c2)c2c3ccccc3n(C)c2c1=O,-3,-2
O=C(C1=CN(c2ccc(Cl)cc2)c2ccccc2S1(=O)=O)N1CCOCC1,-7,1
Cc1nc(C)c(-c2nnc(NC(=O)CCS(=O)(=O)c3ccccc3)o2)s1,19,5
COc1ccc(OC)c(/C=C2/SC(=Nc3ccccc3Cl)NC2=O)c1,39,2
C=CCOC(=O)Oc1ccc2c(=O)c(Oc3ccccc3Cl)coc2c1,12,-7
O=C(Cn1nnc(-c2ccc3c(c2)OCO3)n1)Nc1ccc2c(c1)OCO2,-1,-2
Cc1ccn2cc(C(=O)NC3CCN(Cc4ccccc4)CC3)nc2c1,-11,1
CCOc1ccc(N2C(=O)CC(NCCN3CCOCC3)C2=O)cc1 (configuration not stated),0,1
CC(=O)NC1CCN(c2ccccc2C(=O)NCC2CCCO2)CC1 (configuration not stated),-3,-6
O=C(NCc1cccc(-c2ncc(-c3ccc(F)cc3)[nH]2)c1)C1CC1,3,-8
CC1(C)Cc2c(C#N)c(N3CCCC3)nc(-c3ccccc3)c2CO1,-11,2
C=CCn1c(N)cc(=O)nc1SCC(=O)Nc1cc(C)ccn1,2,-7
Cc1cc(C2CCCN2C(=O)Cc2c(F)cccc2Cl)on1 (configuration not stated),-6,-1
O=C1C=C(NCc2ccco2)CC(c2ccc(Cl)cc2)C1 (configuration not stated),13,1
CCN(C(=O)C12CCC(C)(C(=O)C1)C2(C)C)c1ccccc1 (configuration not stated),8,-10
O=c1cc(-c2cccc(F)c2)[nH]c2cc(F)ccc12,-7,-5
O=C(NC1CC1)c1cccc(C(F)(F)F)c1,.,-8
CN(C)C=NS(=O)(=O)c1ccccc1,-8,6

# Other compounds follow.
SMILES,mHTT CaM bind,Pf apPOL inh
CCn1nnnc1-c1ccc(OC)c(S(=O)(=O)Nc2ccccc2OC)c1,2,2
CC(=O)NC(c1ccccc1Cl)c1cc(Cl)c2cccnc2c1O (configuration not stated),95*,8
COc1ccc(-c2cc(-c3cccs3)nc(SCC(N)=O)c2C#N)cc1OC,0,-2
O=C(NCc1ccc(F)cc1)NC1CCN(c2ncnc3c2CCC3)C1 (configuration not stated),19,4
CC1(C)OC2C(CO)OC(n3cnc4c(N)ncnc43)C2O1 (configuration not stated),.,-11
CCCCCNC(=O)CCC1=NS(=O)(=O)c2ccccc2N1,0,1
Cc1ccc(OCC(=O)Nc2ccccc2C(F)(F)F)c(Br)c1,-82,-2
Cc1ccc(C2(O)C=CC(C)(C(Cl)(Cl)Cl)C=C2)cc1 (configuration not stated),46,3
CCOc1cccc2cc(C(N)=O)c(=Nc3ccc(F)cc3)oc12,0,-1
O=C(NCc1cccnc1)C1CC(=O)N(C2CCCCCCC2)C1 (configuration not stated),-5,-21
CC(C)c1cc(C2CCCN2C(=O)c2cc(-c3ccc(F)cc3)on2)on1 (configuration not stated),-5,3
COCCN1C(=O)c2ccccc2C(C(=O)Nc2cccc(C)n2)C1c1ccc(F)cc1 (configuration not stated),-5,4
CN(C)C(CNC(=O)Nc1ccc(Cl)cc1)c1ccco1 (configuration not stated),-16,-5
COc1ccc(-n2nc(C(=O)Nc3cc(C)ccc3OC)c3ccccc3c2=O)c(OC)c1,-3,0
O=C(O)C1CCN(C2CC(=O)N(c3ccc(Cl)cc3)C2=O)CC1 (configuration not stated),-5,-3

# Compound profiles (already shown):
# Profile of Cc1ccc(C2C(=O)c3ccccc3C2=O)cc1 : mHTT CaM bind = 14; Pf apPOL inh = 7
# Profile of Cc1nc(C)c(-c2nnc(NC(=O)CCS(=O)(=O)c3ccccc3)o2)s1 : mHTT CaM bind = 19; Pf apPOL inh = 5

# Next section.
SMILES,mHTT CaM bind,Pf apPOL inh
CCN1CCN(CC(O)COc2cc(C)ccc2C)CC1 (configuration not stated),-1,-2
O=C1Nc2ccc(Br)cc2/C1=C/c1cccc(Cl)c1,40,3
Cc1cccc(C)c1NS(=O)(=O)c1ccc(Br)cc1,-16,-6
O=C(NCCc1ccccc1)c1c[nH]c2ccc(S(=O)(=O)N3CCc4ccccc43)cc2c1=O,5,-6
COc1ccc(N2CC(C(=O)NCC3CCCO3)CC2=O)cc1 (configuration not stated),-5&-4,-5&-5
Nc1c2c3c(c(Cl)ccc3[nH]c1=O)C(=O)c1ccccc1-2,13,0
